# Cav32 inh = Cav3.2 calcium influx blockers – cell-based, Fluo-4 calcium fluorescence, FDSS, MLSMR library, primary screen. Cav3.2-expressing cells; hits give low values. B-score at 10 µM. actives 4% (n = 100,000). AID 449739, 2010;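 active = single-dose well whose peak fluorescence ratio is a statistical outlier from its plate by either plate-standardised score or position-corrected B-score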
# Target sequence (O95180 whole entry, looked up): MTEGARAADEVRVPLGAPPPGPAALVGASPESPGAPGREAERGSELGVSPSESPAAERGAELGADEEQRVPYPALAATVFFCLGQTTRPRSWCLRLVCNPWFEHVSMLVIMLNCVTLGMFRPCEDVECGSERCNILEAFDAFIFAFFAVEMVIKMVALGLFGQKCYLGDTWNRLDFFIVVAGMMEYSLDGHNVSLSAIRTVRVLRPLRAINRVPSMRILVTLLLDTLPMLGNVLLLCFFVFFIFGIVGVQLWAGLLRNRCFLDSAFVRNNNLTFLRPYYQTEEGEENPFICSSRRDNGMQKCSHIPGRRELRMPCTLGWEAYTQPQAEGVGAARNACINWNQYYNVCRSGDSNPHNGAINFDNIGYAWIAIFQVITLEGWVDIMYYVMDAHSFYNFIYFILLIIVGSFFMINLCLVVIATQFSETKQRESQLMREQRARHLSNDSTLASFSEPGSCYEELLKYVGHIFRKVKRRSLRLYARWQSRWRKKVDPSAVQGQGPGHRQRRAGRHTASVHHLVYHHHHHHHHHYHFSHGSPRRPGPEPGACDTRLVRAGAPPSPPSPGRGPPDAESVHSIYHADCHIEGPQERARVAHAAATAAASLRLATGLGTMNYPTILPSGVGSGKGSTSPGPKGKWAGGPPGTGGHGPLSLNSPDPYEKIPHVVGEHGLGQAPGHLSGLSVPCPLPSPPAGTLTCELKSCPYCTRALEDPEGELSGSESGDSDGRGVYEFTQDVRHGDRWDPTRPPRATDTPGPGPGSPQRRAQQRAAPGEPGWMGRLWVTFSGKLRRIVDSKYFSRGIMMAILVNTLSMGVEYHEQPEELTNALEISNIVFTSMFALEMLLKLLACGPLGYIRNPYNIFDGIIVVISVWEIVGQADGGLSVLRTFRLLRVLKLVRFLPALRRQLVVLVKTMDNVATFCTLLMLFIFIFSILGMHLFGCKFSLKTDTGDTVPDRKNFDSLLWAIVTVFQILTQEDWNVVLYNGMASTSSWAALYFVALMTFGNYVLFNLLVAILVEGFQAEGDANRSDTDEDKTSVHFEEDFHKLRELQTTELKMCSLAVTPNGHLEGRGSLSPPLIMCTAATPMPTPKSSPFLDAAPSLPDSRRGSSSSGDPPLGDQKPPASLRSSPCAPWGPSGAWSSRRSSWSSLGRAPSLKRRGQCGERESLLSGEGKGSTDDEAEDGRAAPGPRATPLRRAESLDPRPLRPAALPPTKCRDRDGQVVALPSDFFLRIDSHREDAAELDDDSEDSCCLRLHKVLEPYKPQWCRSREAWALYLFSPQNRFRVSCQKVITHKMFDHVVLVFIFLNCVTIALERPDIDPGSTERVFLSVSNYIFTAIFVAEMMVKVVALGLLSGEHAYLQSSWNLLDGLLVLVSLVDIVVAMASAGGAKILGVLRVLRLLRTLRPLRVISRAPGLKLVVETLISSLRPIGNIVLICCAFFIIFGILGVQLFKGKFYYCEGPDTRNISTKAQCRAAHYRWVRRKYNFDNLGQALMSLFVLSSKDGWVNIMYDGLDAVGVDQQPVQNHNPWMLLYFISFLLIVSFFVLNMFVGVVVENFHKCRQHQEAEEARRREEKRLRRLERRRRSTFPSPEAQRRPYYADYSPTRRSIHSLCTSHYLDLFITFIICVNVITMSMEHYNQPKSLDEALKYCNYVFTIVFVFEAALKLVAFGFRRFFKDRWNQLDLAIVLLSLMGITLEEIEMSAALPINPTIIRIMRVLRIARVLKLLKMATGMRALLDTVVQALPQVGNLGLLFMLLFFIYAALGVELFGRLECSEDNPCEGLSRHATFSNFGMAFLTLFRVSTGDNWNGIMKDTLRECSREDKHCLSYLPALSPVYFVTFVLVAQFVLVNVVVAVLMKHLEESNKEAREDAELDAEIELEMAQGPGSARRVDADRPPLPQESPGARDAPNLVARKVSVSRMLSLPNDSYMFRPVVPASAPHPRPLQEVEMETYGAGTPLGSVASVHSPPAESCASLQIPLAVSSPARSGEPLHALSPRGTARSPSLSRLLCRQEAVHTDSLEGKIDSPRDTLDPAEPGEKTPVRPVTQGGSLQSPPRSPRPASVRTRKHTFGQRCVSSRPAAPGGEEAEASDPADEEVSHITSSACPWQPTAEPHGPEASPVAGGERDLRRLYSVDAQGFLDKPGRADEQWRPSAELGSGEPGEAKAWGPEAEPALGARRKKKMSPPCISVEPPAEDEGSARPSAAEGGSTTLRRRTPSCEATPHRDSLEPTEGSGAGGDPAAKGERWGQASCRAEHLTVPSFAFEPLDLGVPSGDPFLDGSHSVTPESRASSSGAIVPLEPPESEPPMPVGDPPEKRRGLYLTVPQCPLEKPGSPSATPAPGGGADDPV
# Numbers without * were called inactive. These rows are one share of the data. The share of hits here may be higher or lower than overall.
SMILES,Cav32 inh
CCOC(=O)N1CCN(S(=O)(=O)c2ccc(F)c(C(=O)Nc3cccc(C)c3C)c2)CC1,1.4
O=C(CSc1nnc(-c2ccccc2)o1)N1CCOCC1,-0.48
COc1ccc(OC)c(NC(=O)C(CCS(C)(=O)=O)NC(C)=O)c1 (stereo not given),-0.053
CCCNC(=S)Nc1ccc(Nc2ccccc2)cc1,-1.2
CCn1nc(C(=O)N2CCN(Cc3ccc4c(c3)OCO4)CC2)c2ccccc2c1=O,2.4
Cc1ccc(Nc2nc(N)nc(CN3CCc4ccccc4C3)n2)cc1,-0.6
Cn1c(=O)[nH]c(=O)c2c1nc(SCC(O)CO)n2Cc1ccccc1Cl (stereo not given),0.4
Cc1ccc2[nH]c3c(c2c1)CN(C(=O)CN1CC(C)OC(C)C1)CC3 (stereo not given),-0.14
NS(=O)(=O)c1ccc(NS(=O)(=O)c2cccs2)cc1,0.94
O=C(c1ccc(Cn2cc(Br)cn2)cc1)N1CCN(c2ccccc2)CC1,-3.4
Cc1ccc(S(=O)(=O)N=S(CC2CC2(Cl)Cl)CC2CC2(Cl)Cl)cc1 (stereo not given),-1
O=C(NC1CCCCC1)C1CCCN1S(=O)(=O)c1cccc2nsnc12 (stereo not given),0.58
CCCCOc1ccc(-c2ncc(Cl)cn2)cc1,0.76
COc1cc2cc(CN(CCCO)S(=O)(=O)c3ccccc3Cl)c(=O)[nH]c2cc1OC,0.31
CCC(C)NC(=O)C1CCN(S(=O)(=O)c2cccc3cccnc23)CC1 (stereo not given),-0.014
FC(F)(F)c1cccc(N2CCN(c3ccc4nnc(-c5ccccc5)n4n3)CC2)c1,-1.6
CC(C)c1cc(C(=O)Nc2cccc(C(F)(F)F)c2)no1,-3.2
COc1cccc(-n2c(=O)[nH]cc(C(=O)Nc3ccc4c(c3)OCCO4)c2=O)c1,0.2
Cc1cccc(NC(=O)c2cc(NC(=O)c3ccccc3)ccc2N2CCCCC2)c1,1.7
CCOC(=O)C1CCN(S(=O)(=O)c2cccc(-c3cn4cc(Cl)ccc4n3)c2)CC1,0.14
CC(O)CNCc1ccc(-c2ccccc2)cc1 (stereo not given),1.2
c1coc(-c2nc3ccccc3nc2-c2ccco2)c1,0.81
O=C(Cn1cnc2c(nnn2Cc2ccccc2)c1=O)NCC1CCCO1 (stereo not given),0.24
CCN1C(=O)NC2=C(C(=O)c3ccccc32)C1c1ccccc1F (stereo not given),0.021
O=C(COC(=O)Cc1ccc(S(=O)(=O)N2CCOCC2)s1)NCc1ccc(Cl)cc1,0.83
CCOc1ccc(NC(=O)CCN2CCN(S(=O)(=O)c3ccc(Cl)cc3)CC2)cc1,-3.5
O=C(CCCn1c(=O)[nH]c2cc(Cl)ccc2c1=O)NC1CCCCCC1,2.7
COCCCNC(=O)CN(c1ccc(Cl)c(Cl)c1)S(C)(=O)=O,0.92
COc1ccc(C(=O)NCC(=O)OC2CCCCC2=O)cc1 (stereo not given),-0.15
Clc1ccc(OCc2nn3c(-c4ccccc4)nnc3s2)c(Cl)c1,0.69
COC(=O)CN(Cc1ccccc1)S(=O)(=O)c1ccc(OC)c(OC)c1,0.13
COc1ccc(OC)c(S(=O)(=O)NCc2csc(-c3ccccc3)n2)c1,1.1
O=C(O)c1ccc(NS(=O)(=O)c2cccc3nsnc23)cc1,0.27
O=C1CC(N2CCN(c3ccccc3F)CC2)C(=O)N1c1ccc(F)cc1 (stereo not given),0.47
COc1ccc(OCC(O)CN2C(=O)c3ccccc3S2(=O)=O)cc1 (stereo not given),0.072
O=C(NCCCCNC(=O)c1c(F)c(F)c(F)c(F)c1F)c1c(F)c(F)c(F)c(F)c1F,0.16
Cc1csc(SCC(=O)c2c(N)n(CC(C)C)c(=O)n(C)c2=O)n1,-0.15
Cc1ccc(NC(=O)N(CCCN2CCOCC2)Cc2cccnc2)cc1C,0.3
Cc1cc(C(=O)Nc2ccccc2N2CCOCC2)c2ccccc2n1,0.71
CC1CCC2(CC1)NC(=O)N(CC(=O)NC(=O)NC1CCCC1)C2=O (stereo not given),0.024
COc1ccc(C(=O)NCC(=O)N2CCC(C)CC2)cc1OC,1.4
CCCC(=O)Nc1cc(OC)c(NC(=O)NC2CCCCC2)cc1OC,0.02
Cc1csc(-c2coc3cc(O)cc(C)c3c2=O)n1,0.7
Cc1ccc2nc(-c3cccnc3)oc2c1,0.58
CC(=O)N1c2ccccc2NC(=O)C1(C)C,0.8
N#Cc1ccccc1Sc1ccccc1C(=O)N1CCOCC1,-0.44
Cc1ccc(SC(C)C(=O)Nc2cccc(N(C)S(C)(=O)=O)c2)cc1 (stereo not given),-0.2
CCOc1cccc(/C(O)=C2/C(=O)C(=O)N(Cc3ccco3)C2c2ccncc2)c1 (stereo not given),0.3
O=C(O)CN1C(=O)C2(OCCCO2)c2ccccc21,1.9
CCOC(=O)c1cnc(SCC(=O)c2ccccc2)nc1N,0.054

# An excerpt of these results, bar-delimited.
compound | Cav32 inh
Cc1ccc2nc(-c3cccnc3)oc2c1 | 0.58
CC(=O)N1c2ccccc2NC(=O)C1(C)C | 0.8
N#Cc1ccccc1Sc1ccccc1C(=O)N1CCOCC1 | -0.44

# Continued:
SMILES,Cav32 inh
CN(CC(=O)Nc1ccncc1)S(=O)(=O)c1ccc(Cl)cc1,0.92
CCOC(=O)N=S(=O)(Oc1ccc([N+](=O)[O-])cc1)c1ccccc1 (stereo not given),0.2
CCOc1cc(C(=O)OCC(=O)c2c[nH]c3ccccc23)ccc1OCC(=O)N1CCOCC1,0.93
O=C(COc1ccc(S(=O)(=O)NCc2ccccc2)cc1Cl)NCC1CCCO1 (stereo not given),-0.4
CCOc1ccc(-c2c(=O)n(OCc3ccccn3)c3ccccc3[n+]2[O-])cc1,0.16
O=C(c1cccnc1)N1CCc2ccccc2C1,0.9
Nc1ccc(CCc2nc3ccccc3o2)cc1,-0.033
CN1C(=O)c2cccc3c(S(=O)(=O)Nc4ccccn4)ccc1c23,0.59
O=C1NC2(C=Cc3c(ccc4ccccc34)O2)Oc2ccccc21 (stereo not given),-0.035
Cc1cc(C)c(S(=O)(=O)N2CCN(c3ccc([N+](=O)[O-])c(NCc4ccco4)c3)CC2)c(C)c1,-1.4
O=C(Nc1ccccc1N1CCCCC1)c1cccc(F)c1,-2.8
OCc1cn(-c2ccccc2)nc1-c1cccnc1,-1.5
CCOC(=O)c1nnn(CC(=O)Nc2cc(F)ccc2F)c1C(=O)OCC,0.038
Cc1ccccc1N(C)S(=O)(=O)c1ccc2[nH]cc(C(=O)NCC3CCCO3)c(=O)c2c1 (stereo not given),0.53
Cc1[nH]n(-c2ccccc2)c(=O)c1/C=N/NC(=O)c1cccc([N+](=O)[O-])c1,-2.4
CC/C=C\[C@H](O)[C@H](O)C1=C(C)C(=O)[C@]2(O1)C(=O)N[C@@](OC)(C(=O)c1ccccc1)C2O (stereo not given in full),0.18
COc1ccc(C(=O)/C(=C\c2ccco2)N2C=CC=CC2=C(C#N)C#N)cc1,-6.8*
COc1cc(C(=O)OCC(=O)N(C)Cc2ccccc2)cc(OC)c1OC,0.55
COCCn1c(Sc2ccc(C)cc2)nc2c1c(=O)[nH]c(=O)n2C,0.44
Cc1ccccc1NC(=S)NC(C)C(c1cccs1)N1CCOCC1 (stereo not given),-0.0071
O=C(Cc1cc(=O)[nH]c(=O)[nH]1)NCC1CCCO1 (stereo not given),-0.47
Cc1cc(C)nc(SCC(=O)OCN2C(=O)c3ccccc3C2=O)n1,0.91
CSc1nc2c(c(-c3ccc(O)cc3)c1C#N)CCC2,0.061
O=C1OCCN1C(=O)[C@H]1[C@H](c2ccc(Cl)cc2)C(c2cccc(Cl)c2)=NN1c1ccccc1,0.57
COc1ccc(C2C(C(=O)Nc3ccccn3)=C(C)Nc3ncnn32)c(OC)c1 (stereo not given),0.5
CCn1nnnc1Oc1ccc(Cl)cc1,0.87
CCn1c(SCC(=O)c2ccc(OC)cc2)nnc1C(C)NC(=O)c1ccc(OC)cc1 (stereo not given),0.41
O=S(=O)(c1ccccc1)c1cccc(S(=O)(=O)N2CCCCC2)c1,-1.5
COc1ccc(CNC(=O)C(=O)NCC2OCCN2S(=O)(=O)c2ccc3c(c2)OCCO3)cc1 (stereo not given),-2.6
CC(C)C(=O)N1CCN(c2c(Cl)cccc2[N+](=O)[O-])CC1,-1.3
CC(C)OCCCNC(=O)CCN1C(=O)COc2ccccc21,0.68
CCOC(=O)NNC1CC(=O)N(c2ccc(OC)cc2)C1=O (stereo not given),1.5
CCOC(=O)CSc1nnc(CNC(=O)c2cccs2)n1Cc1ccccc1,0.07
COc1cc2c(C#N)c(N3CCN(c4ccccc4OC)CC3)nc(N)c2c(N)n1,0.81
CCOC(=O)c1sc2ncnc(N3CCN(C(=O)OCC)CC3)c2c1C,-1.2
Cc1nn(Cc2ccccc2Cl)c(C)c1NC(=O)NC12CC3CC(CC(C3)C1)C2,-7.6*
Cc1ccc(NC(=O)C(C)Sc2nnc(-c3cccnc3)o2)cc1 (stereo not given),0.062
CCOC(=O)C(C(=O)NCc1ccc(C)cc1)c1ncc(C(F)(F)F)cc1Cl (stereo not given),-3
CC(C)(C)NCC(O)c1ccc(O)c(CO)c1 (stereo not given),0.2
CN1CCN(c2nc(Nc3cccc(C(F)(F)F)c3)nc(N3CCOCC3)n2)CC1,-1.4
CNC(=O)c1cc2ccc(OC)cc2oc1=O,-0.22
C/C(=N/NC(=O)c1ccc(C)s1)c1cccc(NC(=O)COc2ccc(Cl)cc2C)c1,-3.3
Cc1csc2nc(CNC(=O)C3CC=CCC3C(=O)O)cn12 (stereo not given),0.098
Cn1c(CSCc2ccc(F)cc2)nnc1SCC(=O)Nc1nccs1,-0.064
Cc1cc(=O)n2c(-c3ccccc3C)n[nH]c2n1,-0.067
COc1ccc(C(=O)Nc2cccc(OC)c2)cc1,0.23
N/C(Cc1ccc([N+](=O)[O-])cc1)=N\OC(=O)C(c1ccccc1)c1ccccc1,-3.4*
CCOc1ccc(-n2c(N)c(C(=O)NCc3cccnc3)sc2=S)cc1,0.63
O=C(O)CCCCc1nc2ccccc2s1,-0.21
O=C(Nc1ccc2oc(-c3ccc(Cl)c(Cl)c3)nc2c1)c1ncn[nH]1,0.68

# (list continues)
SMILES,Cav32 inh
COc1ccc(C(CC(=O)Nc2ccc(Cl)cc2F)NC(=O)C(F)(F)F)cc1 (stereo not given),8.9e-05
c1cc(CNCCCN2CCOCC2)ccn1,0.31
Cc1ccc(C(=O)C(C)Oc2cccc(NC(=O)c3ccco3)c2)cc1 (stereo not given),-3.6
COC(=O)/C=c1\sc2ncnn2c1=O,0.92
O=c1nc2ccccc2c2n1CC(CN1CCN(c3ccccc3F)CC1)N2 (stereo not given),0.55
CCN(C(=O)c1ccc(C(C)(C)C)cc1)c1nnc(Cn2nnc3ccccc32)s1,-8*
CC(C)c1nnc(SCC(=O)N2CCOCC2)n1C,0.012
COc1ccccc1NC(=O)CCN1CCCCCC1,-0.12
Cc1nc2ncnn2c(C)c1CCC(=O)N1CCN(Cc2ccccc2)CC1,0.67
Cc1csc(NC(=O)CSc2nnc(-c3ccccc3)o2)n1,-0.053
O=C(NCCc1ccccc1)c1ccc(=O)oc1,0.34
COc1ccc(C(=O)Cc2cnn(-c3ccccc3)c2)c(O)c1,0.56
O=C1CCCC2=C1C(c1ccc3c(c1)OCO3)c1c([nH]n(-c3ccccc3)c1=O)N2 (stereo not given),0.24
CCOC(=O)c1ccccc1N1C(=O)CSC1=S,0.033
CCCN1CN(Cc2ccco2)c2nc3ccccc3n2C1,0.079
CC1CC(=O)c2cnc(Nc3cccc(C(F)(F)F)c3)nc2C1 (stereo not given),-0.13
Cc1ccccc1NC(=O)c1sc2nc3c(c(-c4ccco4)c2c1N)CCCC3,-4.2*
Cn1c(CNC(=O)Nc2ccccc2)nnc1SCc1ccccc1,0.65
Cc1cc2cc(CNC(=O)c3ccco3)ccc2n1C,-0.75
COC(=O)c1ccc(-n2nnnc2SCC(=O)NCc2cccc(C(=O)O)c2)cc1,1.2
COC(=O)c1ccc(OC)c(CSc2nnc(COc3cccc(C)c3)o2)c1,-3.6
COc1ccc(-c2nnc3sc(C4CCCCC4)nn23)cc1OC,1.8
COCCn1c(SCC(=O)OC(C)C)nnc1-c1ccccc1,0.8
O=C(NCCc1nc2ccccc2[nH]1)c1ccc(F)cc1,-0.49
Cc1cccc(NC(=O)Cn2nnc(-c3ccc(CN4CCCC4)cc3)n2)c1C,-2.6
CN(C)S(=O)(=O)c1ccc(Nc2ccc(-c3ccc4c(c3)OCCO4)nn2)cc1,0.055
O=C(Nc1ccc2oc(-c3ccncc3)nc2c1)c1ccccc1F,0.75

# Among those listed so far, these have an aryl thioether with sulfur outside any ring.
SMILES,Cav32 inh
O=C(CSc1nnc(-c2ccccc2)o1)N1CCOCC1,-0.48
Cn1c(=O)[nH]c(=O)c2c1nc(SCC(O)CO)n2Cc1ccccc1Cl (stereo not given),0.4
Cc1csc(SCC(=O)c2c(N)n(CC(C)C)c(=O)n(C)c2=O)n1,-0.15
N#Cc1ccccc1Sc1ccccc1C(=O)N1CCOCC1,-0.44
Cc1ccc(SC(C)C(=O)Nc2cccc(N(C)S(C)(=O)=O)c2)cc1 (stereo not given),-0.2
CCOC(=O)c1cnc(SCC(=O)c2ccccc2)nc1N,0.054
COCCn1c(Sc2ccc(C)cc2)nc2c1c(=O)[nH]c(=O)n2C,0.44
Cc1cc(C)nc(SCC(=O)OCN2C(=O)c3ccccc3C2=O)n1,0.91
CSc1nc2c(c(-c3ccc(O)cc3)c1C#N)CCC2,0.061
CCn1c(SCC(=O)c2ccc(OC)cc2)nnc1C(C)NC(=O)c1ccc(OC)cc1 (stereo not given),0.41
CCOC(=O)CSc1nnc(CNC(=O)c2cccs2)n1Cc1ccccc1,0.07
Cc1ccc(NC(=O)C(C)Sc2nnc(-c3cccnc3)o2)cc1 (stereo not given),0.062
Cn1c(CSCc2ccc(F)cc2)nnc1SCC(=O)Nc1nccs1,-0.064
CC(C)c1nnc(SCC(=O)N2CCOCC2)n1C,0.012
Cc1csc(NC(=O)CSc2nnc(-c3ccccc3)o2)n1,-0.053
Cn1c(CNC(=O)Nc2ccccc2)nnc1SCc1ccccc1,0.65
COC(=O)c1ccc(-n2nnnc2SCC(=O)NCc2cccc(C(=O)O)c2)cc1,1.2
COC(=O)c1ccc(OC)c(CSc2nnc(COc3cccc(C)c3)o2)c1,-3.6
COCCn1c(SCC(=O)OC(C)C)nnc1-c1ccccc1,0.8

# Compound activity: PubChem BioAssay, Vanderbilt High Throughput Screening Facility
